LYPLA1 counter = counter-screen for PME1 inhibitors: inhibitors of human LYPLA1. O75608. recombinant LYPLA1, FP-Rh probe fluorescence polarization. inhibition, % at 5.9 µM. hit rate 0.16% among 320,000. AID 2174;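 active = inhibition above the mean of all tested compounds plus 3 SD, set per campaign, cut at about 14% in these data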;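 also: inhibitors block serine hydrolase probe labeling of LYPLA1 so polarization falls; 0% = enzyme with DMSO and 100% = wells lacking LYPLA1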
Target sequence (O75608 whole entry, looked up): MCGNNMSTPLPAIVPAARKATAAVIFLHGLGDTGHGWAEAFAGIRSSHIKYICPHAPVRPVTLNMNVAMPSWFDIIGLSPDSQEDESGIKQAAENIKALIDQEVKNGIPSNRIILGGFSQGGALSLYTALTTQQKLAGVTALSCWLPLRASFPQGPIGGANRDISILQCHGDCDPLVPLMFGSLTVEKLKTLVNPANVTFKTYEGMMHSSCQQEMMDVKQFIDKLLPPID
EBNA-1 inhibitor = blocks EBNA-1 binding to DNA. EBNA-1 DNA binding, fluorescence polarization. inhibition, % at 14.8 µM. hit rate 0.34% among 300,000; in the data active = inhibition above about 28%
PREPL inhibitor = inhibits the human prolyl oligopeptidase-like enzyme; recombinant PREPL, fluorescence polarization activity-based probe; inhibition, % at 5.96 µM; Q4J6C6; hit rate 0.68% among 320,000; in the data active = inhibition above about 43%;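 also: 0% = enzyme with DMSO and 100% = wells lacking enzyme; many of its hits are not listed in these tables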
LYPLA2 counter = LYPLA2 (human) inhibition in PME1 counter-screen; hit rate 0.38% among 320,000; AID 2177; inhibition, % at 5.9 µM; recombinant LYPLA2, FP-Rh probe fluorescence polarization;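 active = inhibition above the screen-wide mean plus 3 SD, limit set per campaign, cut at about 26% in these data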;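 also: 0% = LYPLA2 with DMSO and 100% = wells lacking LYPLA2 enzyme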
pPAFAH FP inh = inhibitors of human plasma PAF acetylhydrolase (pPAFAH). hit rate 1.5% among 330,000. inhibition, % at 3.39 µM. recombinant pPAFAH, FP-rhodamine probe fluorescence polarization;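 active = inhibition above the mean inhibition across the screen plus 3 SD, cut at about 25% in these data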;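 also: inhibitors block binding of the rhodamine activity-based probe so polarization drops; 0% = enzyme with DMSO and 100% = wells lacking pPAFAH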
Target sequence (Q13093 whole entry, looked up): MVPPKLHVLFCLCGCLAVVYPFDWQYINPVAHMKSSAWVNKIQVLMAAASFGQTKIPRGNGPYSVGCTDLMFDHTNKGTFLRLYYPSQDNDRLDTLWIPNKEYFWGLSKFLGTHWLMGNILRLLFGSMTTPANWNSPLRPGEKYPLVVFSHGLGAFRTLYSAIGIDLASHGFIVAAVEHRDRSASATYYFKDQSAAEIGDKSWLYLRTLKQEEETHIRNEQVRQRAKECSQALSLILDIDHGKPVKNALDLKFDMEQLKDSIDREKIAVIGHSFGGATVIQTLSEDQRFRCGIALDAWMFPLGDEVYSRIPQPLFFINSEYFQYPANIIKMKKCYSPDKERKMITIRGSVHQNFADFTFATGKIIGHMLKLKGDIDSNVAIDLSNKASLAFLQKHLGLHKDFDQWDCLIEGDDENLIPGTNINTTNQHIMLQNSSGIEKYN
PAFAH2 inh = PAFAH2 (human) inhibition; Q99487; recombinant PAFAH2, FP-rhodamine activity probe, fluorescence polarization; inhibition, % at 3.39 µM; hit rate 0.99% among 340,000; AID 492956;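 active = inhibition above the mean over all tested compounds plus 3 SD, cut at about 30% in these data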;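 also: inhibitors block probe labeling of enzyme so polarization drops; 0% = enzyme with DMSO and 100% = wells lacking PAFAH2 protein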
PAFAH1B2 inh = blocks human PAF acetylhydrolase 1b catalytic subunit 2. P68402. hit rate 1.2% among 340,000. recombinant PAFAH1B2, FP-rhodamine activity probe, fluorescence polarization. inhibition, % at 3.39 µM;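 active = inhibition above the mean of all tested compounds plus 3 SD, cut at about 24% in these data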;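 also: 0% = enzyme with DMSO and 100% = wells lacking PAFAH1B2; many of its hits are not listed in these tables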
Target sequence (P68402 whole entry, looked up): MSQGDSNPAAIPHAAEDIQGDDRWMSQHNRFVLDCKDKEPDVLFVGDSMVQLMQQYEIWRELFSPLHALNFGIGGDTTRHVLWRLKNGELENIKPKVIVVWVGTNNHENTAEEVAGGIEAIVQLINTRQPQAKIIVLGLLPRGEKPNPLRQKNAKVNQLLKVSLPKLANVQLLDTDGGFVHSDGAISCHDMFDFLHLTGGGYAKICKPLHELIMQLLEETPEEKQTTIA
PAFAH1B3 FP inh = PAFAH1B3 (human) inhibition; recombinant PAFAH1B3, FP-rhodamine probe, fluorescence polarization; inhibition, % at 3.39 µM; hit rate 0.28% among 340,000;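 active = inhibition above the screen-wide average of all tested compounds plus 3 SD, cut at about 25% in these data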;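 also: 0% = enzyme with DMSO only and 100% = wells lacking PAFAH1B3 protein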
ZTA counter = counter-screen for EBNA-1 inhibitors: inhibitors of Epstein-Barr virus ZTA; P03206; ZTA-DNA binding, fluorescence polarization; inhibition, % at 11 µM; hit rate 0.15% among 320,000; in the data active = inhibition above about 33%
* marks the source's active call; other numbers are inactive results; nt = not tested or not shown. This is a subset; the hit share may differ from the screen's.

SMILES | LYPLA1 counter | EBNA-1 inhibitor | PREPL inhibitor | LYPLA2 counter | pPAFAH FP inh | PAFAH2 inh | PAFAH1B2 inh | PAFAH1B3 FP inh | ZTA counter
Cc1ccc(C)c(NC(=O)COC(=O)CCc2ccc(S(=O)(=O)N3CCOCC3)cc2)c1 | -2 | 10 | 4 | 0 | 6 | 4 | 3 | 4 | 8
CCc1ccc(C(=O)N2CCN(S(=O)(=O)c3sc(C(=O)O)c(C)c3C(=O)O)CC2)cc1 | 1 | nt | 3 | -1 | -2 | 1 | 0 | 7 | 7
COc1ccccc1CNC(=O)CCCn1nc(C)c2c(C)n(-c3ccccc3)nc2c1=O | 0 | 10 | -2 | -1 | 5 | -1 | 5 | 7 | 13
O=C(O)C=C1CCN(c2ncc(C(F)(F)F)cc2Cl)CC1 | 4 | 4 | 2 | -1 | 4 | -4 | 6 | 5 | 4
O=C(NC1CCCCCC1)c1ccccc1-c1ccccc1 | -2 | -1 | 4 | -1 | 1 | -1 | 3 | 6 | 11
COc1cc(/C=N/NC(=O)c2csc3c2CCCC3)cc(OC)c1O | 1 | -6 | -8 | 0 | 4 | 4 | 4 | -8 | -2
Cc1n[nH]c(=S)n1/N=C/c1ccc(-c2ccc(Cl)cc2)o1 | -4 | 5 | -4 | -4 | 3 | nt | nt | nt | 3
CN1CCN(c2ccccc2NC(=O)C(Cc2ccccc2)n2cccc2)CC1 (stereo not given) | -2 | -8 | 10 | 1 | 2 | -1 | 1 | 5 | 1
Cc1ccc(C(=S)N2CCN(Cc3ccccc3)CC2)cc1 | 1 | -12 | -34 | -2 | 0 | 0 | 5 | -1 | -7
Cc1onc(-c2c(Cl)cccc2Cl)c1C(=O)n1nnc2ccccc21 | 0 | 8 | -8 | 2 | 1 | nt | nt | nt | 5
C=CCOC(=O)C1=C(C)NC(=S)C(C#N)(CC=C)C1c1ccccc1Cl (stereo not given) | 2 | 1 | -8 | 6 | 3 | nt | nt | nt | -11
COCCNC(=O)c1onc(CSc2ccc(F)c(F)c2)c1C(=O)NCCOC | 1 | 6 | 13 | -8 | 2 | 6 | 5 | 6 | -2
CC(OC(=O)c1nsc(Cl)c1Cl)C(=O)NCc1cccs1 (stereo not given) | -3 | 9 | -5 | -7 | 21 | -6 | 0 | 8 | 7
C/C(=N\Nc1cccc([N+](=O)[O-])c1)c1cc2ccccc2o1 | 0 | -12 | 18 | 0 | 5 | 7 | 11 | 15 | -2
CCCCNC(=O)NCCN1CCOCC1 | 3 | 4 | 0 | 0 | -2 | 7 | 3 | 2 | 4
CC1=CC(c2ccccc2)=Nc2ccc(C)cc2N1 | 0 | 1 | -11 | -2 | 3 | -9 | -2 | 1 | 0
COc1cc(/C=C2\C(=O)ON=C2c2ccccc2)cc(Br)c1O | -7 | 1 | -15 | -15 | 3 | 59* | 2 | -6 | 13
CN(Cc1ccccc1)C(=O)CN1C(=O)c2ccc([N+](=O)[O-])cc2C1=O | -2 | -16 | 5 | -2 | -5 | 15 | 5 | 1 | -2
CC(=O)N1CCN(C(=O)COc2ccc(Br)cc2)CC1 | -5 | 6 | -4 | -1 | 4 | 2 | -1 | -1 | 0
O=C(CSc1ccccn1)N1CCN(c2ncc(C(F)(F)F)cc2Cl)CC1 | 5 | -4 | 19 | -8 | 0 | -5 | 3 | -1 | -8
O=C(Cc1ccc(F)cc1)NCCS(=O)(=O)N1CCN(c2cccc(Cl)c2)CC1 | -1 | 5 | -24 | 12 | 6 | 1 | 2 | -1 | 5
Cc1cccc(NC(=O)Nc2ccc(Oc3c(F)c(F)c(F)c(F)c3F)cc2)c1 | -3 | 12 | 12 | 2 | 1 | -3 | 5 | 9 | 2
COc1cc(CC(=O)OCC(=O)Nc2ccc(N(C)C)cc2)cc(OC)c1OC | nt | nt | 6 | nt | 5 | 2 | 2 | 5 | nt
O=C(Oc1ccc(=O)n(-c2ccccc2)n1)c1cccc(Cl)c1 | 1 | 7 | -3 | 0 | 3 | -2 | -2 | 1 | 10
O=C(CC1C(=O)N(c2ccc(Cl)cc2)C(=S)N1CCc1ccncc1)Nc1ccc(F)cc1 (stereo not given) | -7 | 0 | -4 | -11 | 1 | -12 | 4 | 10 | -2

Single records, as listed above. Order of screens: LYPLA1 counter, EBNA-1 inhibitor, PREPL inhibitor, LYPLA2 counter, pPAFAH FP inh, PAFAH2 inh, PAFAH1B2 inh, PAFAH1B3 FP inh, ZTA counter
Entry for O=C(Cc1ccc(F)cc1)NCCS(=O)(=O)N1CCN(c2cccc(Cl)c2)CC1 → -1, 5, -24, 12, 6, 1, 2, -1, 5
Entry for Cc1ccc(C)c(NC(=O)COC(=O)CCc2ccc(S(=O)(=O)N3CCOCC3)cc2)c1 → -2, 10, 4, 0, 6, 4, 3, 4, 8
Entry for O=C(NC1CCCCCC1)c1ccccc1-c1ccccc1 → -2, -1, 4, -1, 1, -1, 3, 6, 11

(next part)
SMILES | LYPLA1 counter | EBNA-1 inhibitor | PREPL inhibitor | LYPLA2 counter | pPAFAH FP inh | PAFAH2 inh | PAFAH1B2 inh | PAFAH1B3 FP inh | ZTA counter
COc1cc(OC)c(C2=NOC(C(=O)Nc3ccc4c(c3)OCO4)C2)cc1Cl (stereo not given) | -4 | 14 | 0 | -5 | 0 | 2 | 5 | 13 | 19
CC(C)(C)OC(=O)N1CCN(C(=O)c2[nH]cnc2C(=O)Nc2ccc(Cl)cc2)CC1 | nt | nt | 26 | nt | 0 | 2 | 4 | 0 | nt
COc1ccc2nc(NC(=O)CCNC(=O)c3ccccc3Cl)sc2c1 | -1 | -4 | 12 | 1 | -1 | 7 | -3 | -3 | 7
COc1ccccc1/C=C/CN1CCN(c2ccccc2)CC1 | 3 | -13 | 21 | 5 | -2 | 5 | 1 | 6 | -2
NCCOc1ccc(C2CCCCC2)cc1 | -2 | -4 | -21 | -1 | 4 | 1 | 0 | 3 | -8
Cc1cc(C(=O)OCC(=O)Nc2nnc(C(C)C)s2)c2ccccc2n1 | -5 | -3 | 13 | -8 | -2 | -4 | -2 | 4 | -7
N=c1c2c(ncn1CCCO)Oc1c(ccc3ccccc13)C2c1ccccc1 (stereo not given) | -10 | 6 | -3 | -5 | 4 | -1 | 1 | 0 | 10
Cc1nn(C)c(C(=O)Nc2cccc(Nc3ccccc3)c2)c1[N+](=O)[O-] | -1 | 3 | 40 | 19 | 16 | 0 | 5 | 1 | 4
CCn1c2ccccc2c2cc(NC(=O)CSc3nnnn3-c3ccccc3)ccc21 | 2 | 4 | 22 | 5 | 4 | 6 | 3 | 7 | 13
O=S(Cc1ccccc1)CC(O)(c1ccc(Cl)cc1)c1ccc(Cl)cc1 (stereo not given) | -3 | -1 | -12 | 1 | 1 | 2 | 10 | 3 | -2
CC(OC(=O)c1nn(C(C)C)c(=O)c2ccccc12)C(=O)Nc1ncc(Cl)cc1Cl (stereo not given) | -2 | 2 | -1 | -6 | 0 | -2 | -1 | 1 | -11
O=S(=O)(Nc1ncccn1)c1ccc(NC(=S)NCc2cccnc2)cc1 | -1 | -12 | -12 | -1 | -1 | 6 | 6 | 2 | -2
CCn1cc(-c2csc(N)n2)c(C)n1 | -2 | -11 | 3 | -1 | -1 | -4 | 0 | 17 | 2
CCN(CC)C(=S)SCc1csc(CC(=O)Nc2ccccc2C)n1 | -4 | 2 | 4 | 1 | 5 | -6 | 0 | -8 | -2
CC1=CC2=NC(=O)/C(=C\c3cn(C)c4ccccc34)C(=N)N2O1 | 2 | 40* | -1 | 4 | 3 | 6 | -3 | 3 | -10
C#CCOC(=O)CN1C(=O)c2cccc3cccc(c23)C1=O | -2 | 3 | -8 | -2 | 6 | 0 | 0 | 0 | 2
CCOCCCNC(=O)C(NC(=O)CNC(C)=O)c1ccc(C)cc1 (stereo not given) | -2 | -3 | 5 | -4 | -9 | 1 | 1 | -5 | -4
Nc1c(C(=O)N2CCOCC2)sc2nc(N3CCOCC3)c3c(c12)CCCC3 | 0 | 13 | 9 | 10 | 10 | -4 | 1 | 8 | 9
COC(=O)c1ccc(SCC(=O)N2CCC(C)CC2)c([N+](=O)[O-])c1 | -4 | 12 | -1 | 15 | 4 | -4 | 6 | 3 | 11
CCCc1cc(=O)[nH]c(SCC(=O)Nc2ccc(C(=O)Nc3ccccc3OC)cc2)n1 | nt | nt | 10 | nt | 1 | -3 | 5 | 4 | nt
Cc1cc2[nH]c3ccccc3c2cn1 | 1 | 7 | 7 | 4 | 3 | 1 | -2 | 4 | -1
CN1CCN(S(=O)(=O)c2cccc(C(=O)Oc3ccc(C(C)(C)C)cc3)c2)CC1 | 1 | 1 | 10 | -2 | 3 | 12 | 16 | 0 | -4
CCC(C)C(=O)Nc1nccs1 (stereo not given) | 2 | -3 | -7 | -3 | 2 | 1 | 6 | 3 | 0
O=S(=O)(NCC1CCCO1)c1cccc(C(F)(F)F)c1 (stereo not given) | -1 | 7 | -2 | 1 | -1 | -6 | 4 | 4 | 1
CCOC(=O)Cn1c(=N)n(CCOc2ccc(OC)cc2)c2ccccc21 | -4 | 8 | -1 | 0 | 3 | -9 | 6 | 7 | 9

Next compounds.
SMILES | LYPLA1 counter | EBNA-1 inhibitor | PREPL inhibitor | LYPLA2 counter | pPAFAH FP inh | PAFAH2 inh | PAFAH1B2 inh | PAFAH1B3 FP inh | ZTA counter
CCCC(=O)N1CCc2cc(OC)c(OC)cc2C1COc1ccccc1OC (stereo not given) | 2 | 6 | 10 | 0 | 1 | -8 | 0 | 15 | 15
COc1ccc(-n2c(C)cc(C(=O)CN3C(=O)NC4(CCc5ccccc54)C3=O)c2C)cc1 (stereo not given) | 3 | 3 | 11 | 3 | 21 | -3 | 2 | -1 | 2
COc1ccccc1-c1nc(-c2ccccc2)[nH]c(=O)c1C#N | 0 | -12 | 4 | -4 | 6 | -2 | 3 | 3 | -21
O=C(Nc1nc2ccccc2s1)c1cnccn1 | -1 | 8 | 7 | -1 | 4 | 1 | 0 | -2 | 13
CC1CCCCN1C(=O)C1CCCN(S(=O)(=O)c2cccc3nsnc23)C1 (stereo not given) | -1 | -8 | -3 | -1 | 1 | 2 | 6 | -1 | -19
Cc1cc(C)n(-c2ccc(C(=O)OCC(=O)NCc3ccc(F)cc3)cc2)n1 | -2 | 6 | 13 | -4 | 28* | 25 | 6 | 3 | 2
O=[N+]([O-])c1c(NCCO)cc(N2CCCCCC2)c2nonc12 | -2 | -7 | 5 | 6 | 7 | -4 | 3 | 9 | -1
COc1ccc(C(=O)OC(C)CN2CCN(C)CC2)cc1 (stereo not given) | 0 | 8 | 1 | -4 | 2 | -4 | -3 | 8 | 13
CC(C)c1cccc(-c2ccc3c(c2)S(=O)(=O)c2cccc(C(=O)NCc4ccco4)c2C3=O)c1 | nt | nt | 2 | nt | 20 | -6 | -6 | -7 | nt
O=C1CN(C(=O)c2ccc(Br)o2)C(c2ccc(F)cc2)c2cc(Cl)ccc2N1 (stereo not given) | -3 | -8 | 18 | -4 | 5 | -1 | 3 | 10 | -7
C=CCn1c(SCC(C)=O)nc2scc(-c3ccco3)c2c1=O | -4 | 3 | 17 | -5 | 22 | 17 | 2 | 4 | 6
O=C(O)C1C2CCC(C2)C1C(=O)Nc1cc(F)ccc1F (stereo not given) | -1 | -4 | -9 | -3 | 1 | -5 | 6 | -3 | 2
CC(=O)c1c(OC(=O)c2ccc(C)cc2)c2ccccc2n1C | -3 | 8 | 8 | 2 | 2 | -6 | -1 | -3 | 4
COc1ccc(-c2noc(CCC(=O)N3CCN(c4ccccc4C)CC3)n2)cc1 | nt | nt | nt | nt | 8 | 2 | 2 | 4 | nt
CC(=O)c1ccc(NC(=O)/C(Cl)=C/c2ccccc2)cc1 | -2 | 0 | -1 | -3 | 3 | 0 | 5 | 3 | 23
Cc1ccccc1-c1cn(-c2ccccc2)c(=S)[nH]1 | -3 | -15 | 10 | -7 | 0 | 4 | 6 | 6 | 4
O=C(Nc1cccc(Br)c1)c1cccc(OC(=S)N2CCOCC2)c1 | -8 | -4 | 9 | -7 | -2 | -5 | 1 | 12 | -4

Bioassay records from PubChem BioAssay.
